Screens deposited in PubChem by National Center for Advancing Translational Sciences (NCATS).
4MU fluor = qHTS Assay for Spectroscopic Profiling in 4-MU Spectral Region | max dye-equivalent concentration, M | 59,000 tested, 11% active | AID 589, 2007 | compound autofluorescence, 340/450 nm, 4-MU equivalents; hits give high values; in the data active means max dye-equivalent concentration above about 10 nM; inconclusive means mostly about 1.1 nM to 9.6 nM
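Intrinsic fluorescence at 340/450 nm (ex/em) was read after 15 min at room temperature in pH 8.0, 100 mM Tris. Each compound concentration expressed as 4-MU-equivalent concentration from a six-point 4-MU standard series on each plate.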
HEK293 cAMP ctrl = qHTS Assay for Agonists of the Thyroid Stimulating Hormone Receptor: Activators of Intracellular cAMP Concentrations in Parental HEK 293; parental HEK293 CNG cAMP sensor, membrane potential fluorescence; Potency, µM (highest dose often 57.1 µM), for the others: at the top dose activation, usual class: activators; 73,000 tested, 2.5% active; further: potency means the concentration at half of the fitted maximal effect; % of control where 0% means no effect; nearly all actives have a fitted effect of over 55% in size
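Parental HEK 293 cells stably expressing a cAMP-gated CNG channel were loaded with membrane potential dye containing 100 uM RO 20-1724 for 60 min. Compound added for 30 min; depolarization read as fluorescence intensity at 590 nm.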
BRCT inh red = qHTS Assay for Inhibitors of BRCT-Phosphoprotein Interaction (Red Fluorophore). Breast cancer type 1 susceptibility protein (Homo sapiens), P38398. BRCT-phosphopeptide binding, red fluorescence polarization. Potency, µM (doses to about 76.9 µM), inactives show at the highest dose activity change, negative = inhibition, usual class: inhibitors. 75,000 tested, 0.03% active. AID 892, 2007; further: on the % scale 0 is the no-effect control and ±100 the full control effect
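Fluorescence polarization: 100 nM His-tagged BRCA1 BRCT with 100 nM TAMRA-labelled phospho-BACH1 decapeptide, phosphate buffer pH 7.3 with 150 mM NaCl, DTT, 0.01% Tween 20; 12 min RT. Binding inhibition seen as FP decrease.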
USP2a inh = qHTS Assay for Inhibitors of Ubiquitin-specific Protease USP2a | Ubiquitin carboxyl-terminal hydrolase 2 (Homo sapiens), O75604 | USP2a enzymatic assay, qHTS inhibition | Potency, µM (top dose mostly 38.3 µM), for inactives: at the top dose activity change, negative = inhibition, usual class: inhibitors | 60,000 tested, 0.1% active;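 further: potency means the concentration at half of the fitted maximal effect; nearly all actives have a fitted effect of over 60% in size; plate controls were DMSO for no effect and NEM full inhibition control for full effect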
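USP2 core (20nM final) preincubated 30 min RT with compound, then Ub-PLA2 20nM and NBD C6-HPC 20uM final added; buffer 20mM Tris-HCl pH 8.0, 2mM CaCl2. Fluorescence Ex 460/Em 535 read at 0 and 2.5 h; normalized to NEM.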
UbGFP stabilizer = Ubiquitin-GFP Assay; Ubiquitin-GFP reporter cells, proteasome inhibition, GFP fluorescence; response scale: untreated = 0%, 10 µM MG-132 = 100%; Potency, µM (series often up to 45.9 µM), for the others: top-dose activation (GFP accumulation), hits mostly activators; 67,000 tested, under 10 active; active means well fitted activation curve with a large enough effect, not every such curve was filed as active; inconclusive means small, poorly fitted or top-dose-only effect, or another doubt; inactive means no such curve, though single readings can be large or run the other way; further: potency means the concentration at half of the fitted maximal effect
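U2OS Ub(G76V)-GFP reporter; O/N plating, 0.5% FBS; cpd 46 uM–2.9 nM, 4 h, 37 °C; GFP+ cell count, 488/515 nm; norm. to basal vs 10 uM MG-132; CRC fit.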
Epigenetic mod = qHTS Assay for Epigenetic Modulators. mouse C127i GFP locus derepression, cytometry, 30 h. Potency, µM (series often up to 46.1 µM), for inactives: top-dose GFP derepression (activation). 68,000 tested, 0.09% active. AID 597, 2007; further: % of control where 0% means no effect
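Locus derepression in mouse mammary C127i cells whose integrated CMV-GFP reporter is normally silent; GFP expression after 30 h compound treatment was quantified by counting fluorescent cells.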
Fluorescein fluor = qHTS Assay for Spectroscopic Profiling in Fluorescein Spectral Region; Compound autofluorescence, 480/540 nm, fluorescein-equivalent; hits give high values; max fluorescein-equivalent concentration, M; 59,000 tested, 0.91% active; AID 593, 2007; in the data active means max fluorescein-equivalent concentration above about 10 nM; inconclusive means between about 1.1 nM and that limit
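Tris 100 mM pH 8.0; 15 min RT; CCD read, ex 480/em 540 nm. Output: fluorescein-equivalent concentration per compound concentration, from six-point dye series on each plate.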
Caspase-7 inhib = qHTS Assay for Allosteric/Competitive Inhibitors of Caspase-7; P55210; recombinant caspase-7, Ac-DEVD-AFC fluorescence rate; Potency, µM (highest dose often 57.5 µM), without a hit: at the top dose activity change, negative = inhibition, hits mostly inhibitors; 75,000 tested, 0.02% active; AID 889, 2007; active means well fitted inhibition curve with a large enough effect in the main read-out, with a control signal flat, not every such curve was filed as active; inconclusive means small, poorly fitted or top-dose-only effect, or a change in a side signal; further: potency means the concentration at half of the fitted maximal effect; % of control where 0% means no effect
Target sequence (P55210 24-198 limits assumed): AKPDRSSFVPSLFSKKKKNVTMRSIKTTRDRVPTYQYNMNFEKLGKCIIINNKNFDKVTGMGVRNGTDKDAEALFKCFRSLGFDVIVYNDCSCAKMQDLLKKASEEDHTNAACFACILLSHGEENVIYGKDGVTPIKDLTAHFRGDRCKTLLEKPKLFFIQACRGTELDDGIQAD
Target sequence (P55210 207-303 limits assumed): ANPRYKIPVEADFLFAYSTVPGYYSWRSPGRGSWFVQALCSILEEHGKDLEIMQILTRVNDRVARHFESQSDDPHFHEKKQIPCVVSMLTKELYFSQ
BRCT PPI green = qHTS Assay for Inhibitors of BRCT-Phosphoprotein Interaction (Green Fluorophore); Breast cancer type 1 susceptibility protein (Homo sapiens), P38398; AID 875, 2007; Potency, µM (titrated, usually from 76.9 µM), for inactives: top-dose activity change, negative = inhibition, hits mostly inhibitors; BRCA1 BRCT-phosphopeptide binding, green fluorescence polarization; 75,000 tested, 0.05% active;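 further: potency means the concentration at half of the fitted maximal effect; plate controls were peptide without protein for full effect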
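Fluorescence polarization: His-tagged BRCT (~35 kDa BRCA1 C-terminus, 250 nM) bound to 100 nM fluorescein-labeled phosphorylated 10-aa BACH1 peptide, pH 7.3 phosphate buffer with DTT and Tween 20. Compounds incubated 12 min at room temperature; inhibition read as lowered polarization.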
A350 fluor = qHTS Assay for Spectroscopic Profiling in A350 Spectral Region | Compound autofluorescence, 340/450 nm, Alexa 350 dye-equivalents; hits give high values | max dye-equivalent concentration, M | 59,000 tested, 11% active | AID 590, 2007; in the data active means max dye-equivalent concentration above about 10 nM; inconclusive means mostly about 1.1 nM to 9.6 nM
Caspase-1 inhib = qHTS Assay for Allosteric/Competitive Inhibitors of Caspase-1. P29466. Caspase-1 enzyme, Ac-WEHD-AFC fluorogenic rate. Potency, µM (top dose mostly 57.5 µM), without a hit: top-dose activity change, negative = inhibition, actives largely listed as inhibitors. 75,000 tested, 0.03% active;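 further: potency means the concentration at half of the fitted maximal effect; plate controls were vehicle for no effect and no substrate for full effect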
Target sequence (P29466 120-297 limits assumed): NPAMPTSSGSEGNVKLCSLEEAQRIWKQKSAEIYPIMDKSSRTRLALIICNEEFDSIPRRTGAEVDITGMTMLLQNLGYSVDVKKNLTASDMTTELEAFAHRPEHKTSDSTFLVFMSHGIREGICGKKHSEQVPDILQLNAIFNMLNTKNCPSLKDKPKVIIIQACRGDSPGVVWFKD
Target sequence (P29466 317-404 limits assumed): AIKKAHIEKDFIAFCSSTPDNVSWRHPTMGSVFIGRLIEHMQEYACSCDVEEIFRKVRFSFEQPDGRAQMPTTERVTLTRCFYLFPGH
* = called active by the depositor; i = inactive; ? = inconclusive; . = not tested or not shown; [ ] = remark or other dose. Unless noted, the call rests on the fitted dose curve; in most records, active means well fitted curve in the direction sought with a large enough effect; inconclusive means small, poorly fitted or top-dose-only effect, or another doubt; inactive means no such curve, though single readings can be large; an effect the other way counts as inactive or inconclusive.

SMILES | 4MU fluor | HEK293 cAMP ctrl | BRCT inh red | USP2a inh | UbGFP stabilizer | Epigenetic mod | Fluorescein fluor | Caspase-7 inhib | BRCT PPI green | A350 fluor | Caspase-1 inhib
CCOc1ccc(NC(=O)C/C(N)=N/O)cc1 | i | 1% | -1.1% | -7% | -3% | 5% | i | 0% | -0.1% | i | -4%
Cc1ccc(CNC(=O)c2ccc(Cn3nc(C)c(Cl)c3C)o2)cc1 | i | ? | -1.2% | 40%[activator] | 0% | -3% | i | -7% | -4.3% | i | 0%
Cc1cccc(C(=O)O)c1C[C@H]1NCC[C@H]2c3ccccc3N[C@@H]12 | 1.5e-06M* | 0%[11.4 µM] | -1.5%[15.4 µM] | . | 6%[9.17 µM] | -6%[9.22 µM] | ? | -10%[11.5 µM] | -1.7%[15.4 µM] | 1.7e-06M* | -4%[11.5 µM]
CC(=O)NC1(c2ccccc2)CCN(C(=O)N2CCOCC2)CC1 | i | -6% | -0.2% | -7% | -3% | -1% | i | 1% | 0.4% | i | 3%
CCc1c(C)nc(Nc2nc(C)c3cc(OC)ccc3n2)[nH]c1=O | i | 15% | -2.0% | 262%[activator] | -4% | -3% | i | 2% | -1.2% | i | 0%
CCOC(=O)C1CCN(Cc2ccc(OC)cc2OC)CC1 | . | -6% | 1.0% | . | . | . | . | 0% | -1.3% | . | 0%
Cc1csc(SC(C)C(=O)Nc2ccc(S(=O)(=O)N3CCCC3)cc2)n1 (stereo not drawn) | i | 10% | -0.4% | 2% | 1% | -1% | i | 6% | -0.1% | i | 1%
CCCc1nc(SCC(=O)Nc2ccccc2OC)c2c(=O)n(C)c(=O)n(C)c2n1 | . | ? | 0.0% | . | 9% | . | . | -1% | -0.9% | . | -5%
CC(CCc1ccccc1)NC(=O)C1CCN(S(=O)(=O)N2CCCCC2)CC1 (stereo not drawn) | i | 21% | 1.2% | 8% | 1% | 2% | i | 0% | 1.2% | i | 0%
c1ccc2c(c1)CNC1(CCCCC1)C2 | i | 5% | 1.0% | 0% | -3% | -1% | ? | 1% | -3.1% | i | 1%
CCNCCNC(=O)c1c(O)c2c([nH]c1=O)CCCC2 | i | 7% | -1.0% | -8% | -2% | 0% | i | 0% | -2.3% | i | 1%
CCC1(CC)C(=O)C(C)(C)C(=O)OC1c1cccs1 (stereo not drawn) | i | 14% | 0.1% | 1% | 6% | 4% | i | 2% | 1.2% | i | 1%
Cc1ccc(S(=O)(=O)N(Cc2cc3cc4c(cc3[nH]c2=O)OCCO4)CC2CCCO2)cc1 (stereo not drawn) | 4.6e-08M* | 5% | 0.2% | 2% | -6% | 2% | i | -2% | -0.1% | 4.2e-08M* | -3%
Nc1ccc2oc(-c3cccc4ccccc34)nc2c1 | ? | 7% | 0.0% | -4% | -5% | 4% | i | -10% | -0.1% | ? | -14%
CCOC(=O)c1c(C)n(C)c2ccc(OCC(O)CN3C(=O)c4ccccc4S3(=O)=O)cc12 (stereo not drawn) | i | 1% | -1.4% | 29% | -3% | 13% | i | 0% | -1.9% | i | -2%

Brought forward from above: 4 compounds, followed by the next part.
SMILES | 4MU fluor | HEK293 cAMP ctrl | BRCT inh red | USP2a inh | UbGFP stabilizer | Epigenetic mod | Fluorescein fluor | Caspase-7 inhib | BRCT PPI green | A350 fluor | Caspase-1 inhib
CCC1(CC)C(=O)C(C)(C)C(=O)OC1c1cccs1 (stereo not drawn) | i | 14% | 0.1% | 1% | 6% | 4% | i | 2% | 1.2% | i | 1%
Cc1ccc(S(=O)(=O)N(Cc2cc3cc4c(cc3[nH]c2=O)OCCO4)CC2CCCO2)cc1 (stereo not drawn) | 4.6e-08M* | 5% | 0.2% | 2% | -6% | 2% | i | -2% | -0.1% | 4.2e-08M* | -3%
Nc1ccc2oc(-c3cccc4ccccc34)nc2c1 | ? | 7% | 0.0% | -4% | -5% | 4% | i | -10% | -0.1% | ? | -14%
CCOC(=O)c1c(C)n(C)c2ccc(OCC(O)CN3C(=O)c4ccccc4S3(=O)=O)cc12 (stereo not drawn) | i | 1% | -1.4% | 29% | -3% | 13% | i | 0% | -1.9% | i | -2%
CCOC(=O)C1=C(C)NC(SCC(=O)Nc2cc(C)on2)=C(C#N)C1c1cccs1 (stereo not drawn) | ? | 23% | -1.0% | 22% | 0% | 0% | i | -4% | 0.6% | ? | -3%
Cn1cnc2c1c(=O)n(Cc1cccc(Br)c1)c(=O)n2C | i | 2% | -0.7% | 7% | 4% | -2% | ? | -1% | 4.3% | ? | -2%
CCOC(=O)c1cccc(NC(=O)CCn2nnc3ccccc32)c1 | i | -26% | -0.8% | -4% | -4% | 6% | ? | 0% | -2.0% | i | -1%
CCOc1ccc(CCNC(=O)C2CCN(c3nnc(-n4cccc4)s3)CC2)cc1OCC | i | 12% | 0.0% | 39%[activator] | 8% | -1% | i | -4% | 0.1% | i | 0%
CCCCN(CC)CCNc1c(N2CCN(C(=O)OCC)CC2)c(=O)c1=O | i | 8% | -0.2% | 1% | 0% | 2% | i | 1% | -1.9% | i | 2%
Cn1c(SCC(=O)N2c3ccccc3Sc3ccccc32)nnc1-c1ccco1 | i | 7% | -1.6% | 23% | -2% | -5% | ? | 1% | 3.0% | i | -1%
CCOC(=O)CSc1nnc(CNC(=O)c2ccc(OC)cc2OC)n1C | i | -6% | -0.6% | 7% | -5% | 6% | i | 0% | -1.9% | i | 3%
COC(=O)CN(c1ccc(OC)cc1)S(=O)(=O)c1ccc(OC)c(OC)c1 | . | 5% | -1.1% | 1% | 22% | 5% | . | 0% | 1.1% | . | 1%
Cc1ccccc1-n1nc2c(c1NC(=O)c1ccc(Br)o1)CSC2 | i | 1% | 0.3% | 4% | -2% | 0% | ? | -7% | 1.9% | i | -3%
COc1cc(NC(=O)CCc2ccccc2)nc(OC)n1 | i | -4% | -1.8% | 7% | 4% | 0% | ? | 1% | -1.4% | i | 0%
N#Cc1nc(COc2ccc(Br)cc2)oc1N1CCCCCC1 | . | 25µM* | 0.3% | . | 6% | 2% | . | -2% | -2.5% | . | -1%
Cc1ccc(C(=O)NCCNC(=O)CN2CCCC2)cc1 | . | -14% | 0.6% | 1% | -16% | -2% | . | 0% | -1.6% | . | -1%
Cn1c(C(=O)NCc2cccs2)cc2c(=O)n(C)c3ccccc3c21 | . | -12% | -0.8% | . | -3% | . | . | 0% | 1.4% | . | -1%
CCc1ccc(NC(=O)Cn2c(SC)nc3ccccc32)cc1 | i | 25% | -1.9% | 25% | -3% | -2% | ? | -1%[0.00368 µM] | -5.4% | ? | -2%
CCc1nnc2sc(-c3cc(-c4ccccc4)nc4ccccc34)nn12 | 3.5e-08M* | 6% | -1.0% | 21% | -4% | 0% | i | 1% | 0.3% | 2.9e-08M* | 0%
CCCN(CCC)CCCNC(=O)c1cn(CCOC)c(=O)c2c1c1ccccc1n2C | 4.4e-07M* | 4% | 0.9% | 1% | 14% | -2% | i | 0% | -2.2% | 4.6e-07M* | 0%
COc1ccc(-c2cc(C(=O)Nc3ccccc3SC)no2)cc1OC | 6.9e-08M* | 21% | -1.5% | -3% | 23% | 0% | i | -16% | -1.8% | 8.9e-08M* | -15%
CCn1ncc2c(OCc3ccc(C#N)cc3)cc(C)nc21 | i | ? | -2.7% | -10% | -5% | 0% | i | -2% | 0.9% | i | -1%
CCOC(=O)N1CCN(C(=O)Nc2sc3nc4n(c(=O)c3c2C)CCC(C)CC4)CC1 (stereo not drawn) | i | ? | -0.3% | 29% | 0% | 0% | ? | -2% | 1.3% | i | 0%
COc1ccc(C(=O)NCc2ccccc2OC)c(OC)c1 | . | 29%[11.4 µM] | 0.7% | 8%[7.66 µM] | 2%[9.17 µM] | -2% | . | 1% | 1.3% | . | -3%
COc1ccc(NCCNc2ccc(OC)cc2)cc1 | . | -5% | 0.5% | 2% | -10% | -2% | . | -1% | -1.5% | . | -2%
CCCn1c(CCNC(=O)c2cccs2)nc2ccccc21 | . | 11% | 0.0% | . | 4% | . | . | -1% | -0.7% | . | -3%
CCn1c(SCc2nc3ccccc3nc2C)nnc1-c1cccs1 | i | ? | -1.5% | 6% | 3% | -3% | ? | 3% | 0.2% | ? | 0%
COCCn1c(SCc2ccc(C(=O)OC)o2)nc2ccccc2c1=O | ? | ? | -1.1% | 5% | 3% | 1% | ? | -1% | 1.1% | ? | -2%

The list is partial. The share of hits here may be higher or lower than overall.
